Screens as filed in PubChem.
SRC2 inh: inhibition of GAL4-SRC2 driven luciferase reporter, primary screen, SRC2 inhibitor project, cell-based, luminescence; HEK293 GAL4-SRC2 luciferase reporter; inhibition, % at 9 µM; actives 0.17% (n = 370,000);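 active = inhibition above the mean inhibition of all tested compounds plus 3 SD, set per campaign, cut at about 52% in these data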;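 note: 0% = DMSO treated cells and 100% = cells given Gossypol at 36 µM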
Target sequence (Q15596 whole entry, looked up, the tested form may be a part): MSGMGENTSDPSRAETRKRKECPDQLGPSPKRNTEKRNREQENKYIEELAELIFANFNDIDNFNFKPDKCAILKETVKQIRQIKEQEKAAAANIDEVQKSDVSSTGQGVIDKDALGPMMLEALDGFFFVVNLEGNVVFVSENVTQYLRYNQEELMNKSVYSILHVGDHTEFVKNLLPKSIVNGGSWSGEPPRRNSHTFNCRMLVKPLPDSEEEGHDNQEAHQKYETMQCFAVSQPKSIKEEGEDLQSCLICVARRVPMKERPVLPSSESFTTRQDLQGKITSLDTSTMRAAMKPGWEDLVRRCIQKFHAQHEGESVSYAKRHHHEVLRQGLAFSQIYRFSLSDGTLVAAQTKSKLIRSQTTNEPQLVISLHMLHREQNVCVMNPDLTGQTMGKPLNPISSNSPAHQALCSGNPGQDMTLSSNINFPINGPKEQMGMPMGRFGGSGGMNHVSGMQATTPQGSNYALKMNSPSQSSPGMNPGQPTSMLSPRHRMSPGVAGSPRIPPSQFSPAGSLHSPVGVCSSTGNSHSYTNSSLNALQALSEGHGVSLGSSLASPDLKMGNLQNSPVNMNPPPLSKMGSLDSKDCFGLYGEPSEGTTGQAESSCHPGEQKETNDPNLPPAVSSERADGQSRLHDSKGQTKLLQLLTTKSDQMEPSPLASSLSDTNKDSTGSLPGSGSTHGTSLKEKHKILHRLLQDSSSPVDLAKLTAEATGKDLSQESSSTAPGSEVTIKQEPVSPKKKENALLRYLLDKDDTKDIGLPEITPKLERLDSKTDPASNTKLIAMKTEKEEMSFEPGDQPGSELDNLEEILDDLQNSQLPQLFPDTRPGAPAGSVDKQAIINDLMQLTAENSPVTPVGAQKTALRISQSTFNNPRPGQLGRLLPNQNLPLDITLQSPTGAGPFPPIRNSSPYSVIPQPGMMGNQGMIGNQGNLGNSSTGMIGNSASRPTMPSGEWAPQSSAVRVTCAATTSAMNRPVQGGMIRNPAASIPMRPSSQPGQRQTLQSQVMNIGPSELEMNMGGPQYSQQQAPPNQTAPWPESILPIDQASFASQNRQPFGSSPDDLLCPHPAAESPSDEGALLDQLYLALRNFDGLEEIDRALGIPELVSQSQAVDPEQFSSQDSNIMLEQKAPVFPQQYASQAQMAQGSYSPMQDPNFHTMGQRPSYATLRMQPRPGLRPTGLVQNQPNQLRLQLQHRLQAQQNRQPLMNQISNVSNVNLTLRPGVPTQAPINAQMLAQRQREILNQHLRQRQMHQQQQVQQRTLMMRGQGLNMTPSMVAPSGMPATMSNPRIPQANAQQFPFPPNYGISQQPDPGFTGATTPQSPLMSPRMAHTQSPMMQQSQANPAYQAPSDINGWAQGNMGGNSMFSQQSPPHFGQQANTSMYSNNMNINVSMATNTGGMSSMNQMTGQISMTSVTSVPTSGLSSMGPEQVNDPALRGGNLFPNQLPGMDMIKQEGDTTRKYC
NR2F2 inh: NR2F2 transcriptional activity inhibitors, primary screen, cell-based, luciferase reporter, HEK293T, luminescence; COUP transcription factor 2 (Homo sapiens), P24468; HEK293T NGFI-A luciferase reporter; inhibition, % at 8.6 µM; actives 0.7% (n = 370,000); AID 686940, 2013;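 active = inhibition above a per-plate cutoff, mean inhibition of test wells between control levels plus 3 SD, cut at about 38% in these data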;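 note: cells cotransfected with COUP-TFII expression vector driving the NGFI-A reporter; 0% = median of COUP-TF2 test wells and 100% = reporter-only cells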
LMP1 NFkB inh: EBV LMP1-driven NF-kappaB luciferase reporter inhibitors, primary screen, cell-based, luminescence, single point; LMP1-induced NF-kappaB luciferase reporter cells; inhibition, % at 12.5 µM; actives 0.69% (n = 350,000); AID 504558, 2011; in the data active = inhibition above about 41%;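 note: 0% = neutral control wells and 100% = reference inhibitor control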
MC4R antag cAMP: MC4R antagonists of cAMP signaling, primary screen, cell-based, TR-FRET, antagonist arm of biased-ligand search | Melanocortin receptor 4 (Homo sapiens), P32245 | MC4R-expressing cells, MTII-stimulated cAMP, LANCE TR-FRET | inhibition, % at 6.5 µM | actives 0.48% (n = 360,000);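 active = inhibition above its plate's cutoff, the mean of tested wells on that plate plus 3 SD, cut at about 29% in these data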;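 note: 0% = Melanotan II alone and 100% = Melanotan II plus saturating MCL0020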
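Material – human MC4R-expressing U2OS cells · Repeats – no replicates · Detection – TR-FRET with Eu-cAMP and labeled anti-cAMP, 671 nm · Times – compound 30 min, challenge 1 h, detection 1 h · Compound – single nominal compound dose of 6.5 µM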
NOD2 RIPK2 PPI: NOD2-RIPK2 binding disruptors in cells, primary screen, fluorescence, CHO cells, BLA complementation; Receptor-interacting serine/threonine-protein kinase 2 (Homo sapiens), O43353; CCF4 ratio; inhibition, % at 4.98 µM; actives 0.38% (n = 360,000); in the data active = inhibition above about 21%;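 note: 0% = vehicle only and 100% = reference blocker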
LRH-1 inv ag: LRH-1 (NR5A2) inverse agonists, primary screen, cell-based, luminescence, HEK293T, StAR-luciferase reporter; actives 0.13% (n = 360,000); inhibition, % at 3.6 µM; AID 602396, 2012; Nuclear receptor subfamily 5 group A member 2 (Homo sapiens), O00482; LRH-1 transfected, 24 h;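 active = inhibition above the mean inhibition of all tested compounds plus 3 SD, cut at about 73% in these data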;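 note: 0% = DMSO wells and 100% = reporter-only cells lacking LRH-1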
TLR9-MyD88 inh: inhibitors of TLR9-MyD88 association in cells, primary screen, cell-based, CHO, BLA complementation, fluorescence; Toll-like receptor 9 (Homo sapiens) + Myeloid differentiation primary response protein …; CCF4 FRET ratio; actives 0.21% (n = 340,000); inhibition, % at 4.98 µM;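 active = inhibition above the mean over all tested compounds plus 3 SD, cut at about 21% in these data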;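 note: 0% = DMSO only wells and 100% = clavulanate BLA inhibitor control wells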
NCOA3 inh: SRC3 coactivator transcriptional activity inhibitors, primary screen, cell-based, luminescence | inhibition, % at 3.6 µM | HEK293 GAL4-SRC3 luciferase reporter | Nuclear receptor coactivator 3 (Homo sapiens), Q9Y6Q9 | AID 588352, 2011 | actives 0.17% (n = 360,000);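 active = inhibition above a per-campaign cutoff, the mean of all compounds plus 3 SD, cut at about 60% in these data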;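 note: 0% = DMSO-treated cells and 100% = gossypol-treated cells at 36 µM; higher means less SRC3-driven luciferase light from the GAL4 reporter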
MC4R ag barr: MC4R agonists recruiting beta-arrestin, primary screen, cell-based, luminescence, agonist arm of biased-ligand search. Melanocortin receptor 4 (Homo sapiens), P32245. U2OS MC4R beta-arrestin complementation; percent of melanotan II response, DMSO zero. activation, % at 8.9 µM. actives 0.98% (n = 360,000). AID 540308, 2011;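 active = activation above a per-plate cutoff, the mean activation of sample wells on that plate plus 3 SD, cut at about 8% in these data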
SRC1 inh: SRC1 coactivator transcriptional activity inhibitors, primary screen, cell-based, luminescence; Nuclear receptor coactivator 1 (Homo sapiens), Q15788; HEK293 GAL4-SRC1 luciferase reporter; inhibition, % at 3.6 µM; actives 0.12% (n = 360,000); AID 588354, 2011;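 active = inhibition above the campaign mean plus 3 SD, with each screening campaign given its own cutoff, cut at about 60% in these data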;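 note: 0% = DMSO treated cells and 100% = gossypol at 36 µM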
ABHD5-PLIN5 inh: ABHD5-PLIN5 interaction inhibitors, primary screen, cell lysate, split luciferase complementation, luminescence; AID 602281, 2012; actives 0.78% (n = 360,000); Perilipin-5 (Homo sapiens) + 1-acylglycerol-3-phosphate O-acyltransferase ABHD5 (Homo …; inhibition, % at 4 µM; Split G. princeps luciferase complementation, 4 h;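 active = inhibition above the mean inhibition across every tested compound plus 3 SD, cut at about 22% in these data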;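 note: 0% = DMSO only wells and the 100% control is not disclosed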
* marks the source's active call; other numbers are inactive results; · = no result given. This is a subset; count on the stated rates, not on these rows.

SMILES	SRC2 inh	NR2F2 inh	LMP1 NFkB inh	MC4R antag cAMP	NOD2 RIPK2 PPI	LRH-1 inv ag	TLR9-MyD88 inh	NCOA3 inh	MC4R ag barr	SRC1 inh	ABHD5-PLIN5 inh
Cc1nn(C)c(N)c1[N+](=O)[O-]	-22	13	13	-1	4	15	-1	9	-1.8	-7	1
CCOC(=O)c1c(NC(=O)/C=C/C(=O)O)sc(C)c1-c1ccc(C(C)(C)C)cc1	36	25	-31	13	-4	21	11	28	6.2	5	35*
Cc1ccccc1-n1c(=S)[nH]c2nc3c(cc2c1=O)COC(C)(C)C3	1	-7	-7	10	-8	11	-7	17	-0.9	3	-3
COc1cccc(/C=N/Nc2ncnc3c2[nH]c2ccc(C)cc23)c1OC	15	-11	4	12	1	16	5	18	1.1	-6	8
CCC(C(=O)NCc1cccc(C)c1)n1nc(C)c2c(C)n(-c3ccccc3)nc2c1=O (stereo not given)	19	4	5	4	-1	31	-4	-1	-2.7	-2	-1
CN(C)CCCN(C(=O)c1cc(-c2cccs2)nc2ccccc12)c1nc2c(F)cccc2s1	-25	17	-1	4	10	0	-10	-5	-0.2	-6	17
COc1ccc(Cc2nn3c(-c4ccccc4OC)nnc3s2)cc1	3	13	-4	-8	-3	2	0	-1	-1.0	-17	-4
C/C(N)=C(/C#N)C(=O)COC(=O)COc1ccc(Cl)cc1C	-8	10	-3	10	4	16	1	10	-0.5	-6	-4
COc1cc(-c2cc3nc(NCc4cccc(Cl)c4)ccn3n2)cc(OC)c1OC	-17	31	·	11	5	11	·	15	-0.3	6	0
Cc1c(NC(=S)Nc2ccc(Cl)cc2)c(=O)n(-c2ccccc2)n1C	-3	14	4	9	-2	-6	-11	7	-1.9	-71	1
Cc1oc(S(=O)(=O)N2CCCCC2)cc1NC(=O)Nc1ccccc1	-24	-12	1	10	-16	-2	6	14	-0.1	-9	-5
CCCCCOc1ccc(C2C(C(=O)c3ccc(C)o3)=C(O)C(=O)N2c2cc(C)on2)cc1 (stereo not given)	-15	6	-3	2	2	-18	0	-16	-2.8	-5	-26
CC1Sc2ccc(S(=O)(=O)NCCc3ccc(Cl)cc3)cc2NC1=O (stereo not given)	-48	0	2	7	-5	11	-3	-9	0.2	4	-9
O=C(CCCN1C(=O)/C(=C/c2ccccc2)SC1=S)Nc1cccc(O)c1	11	11	8	4	10	2	-3	-10	1.1	-4	0
Cc1ccc(S(=O)(=O)N2CCOCC2)cc1NC(=O)CSc1nc2ccccc2c(=O)n1Cc1ccccc1	-1	9	-5	11	-3	3	2	22	-1.4	3	1
OCCSc1nncn1/N=C/c1c[nH]c2ccccc12	-22	-17	-16	-11	-2	4	5	5	-1.3	-20	-2
CC(C)(C)S(=O)(=O)N1Cc2ccc(CO)cc2[C@@H]1CCO	-7	2	-9	11	-8	5	-1	-17	0.4	3	0
O=C(C1CCCN(S(=O)(=O)c2ccc(F)cc2)C1)N1CCCCC1 (stereo not given)	8	-26	-5	3	-1	-25	-8	-8	1.0	11	-8
CCCNC(=O)Cn1cnc2sc(C(=O)NCCN(CC)CC)c(C)c2c1=O	-21	0	5	5	-4	13	-6	3	-1.8	-32	-12
CCN(CCO)Cc1csc2c(Br)cccc12	3	9	-7	-4	-8	26	-5	20	0.7	9	14
CC(=O)c1c(C)n(-c2ccccc2)c2ccc(OCC(O)CN3CCOCC3)cc12 (stereo not given)	23	17	-9	-1	5	28	-4	30	-1.3	-13	-2
CCC(C)(C)NS(=O)(=O)c1cc(CN2C(=O)c3cccnc3C2=O)ccc1OC	-6	-7	0	9	-7	6	2	2	0.3	16	0
Cc1ccc(C)c(CSC2=NN3CCCC(=O)N=C3S2)c1	7	-9	-11	1	2	-7	-5	19	1.1	5	1
COC(=O)c1ccccc1NC(=O)N1CCc2ccc(NC(=O)c3ccccn3)cc2C1	-42	-29	4	1	1	-118	-3	-105	0.9	-121	-4
O=C(NCCCn1ccnc1)/C(=C\c1cccnc1)NC(=O)c1cccc(Br)c1	-3	-10	-4	6	-9	6	-6	-1	0.3	0	6
c1ccc(Cc2ccc(OCCn3ccnc3)cc2)cc1	-21	54*	8	6	0	12	-24	3	0.5	13	6
CCOC(=O)Cc1cc(=O)n2[nH]c(-c3ccc(Cl)cc3)cc2n1	-6	-2	-6	-1	0	-3	2	-37	0.9	-7	8
Cc1cccc(NC(=O)CCNC(=O)c2ccc(Br)cc2)c1	-19	-4	-12	7	3	-28	9	-52	-1.2	-21	0
CSc1cccc(CN(C)C(=O)C2CCC(=O)N(CCCN3CCCC3=O)C2)c1 (stereo not given)	2	-1	-1	-4	1	16	-4	-22	-2.6	8	-1
COc1cc(N)c(Cl)cc1C(=O)OCC(=O)N1c2ccccc2NC(=O)C1(C)C	6	7	-12	6	-11	49	-2	-7	-0.4	6	8
CC(=O)Nc1ccc(NC(=O)C2CCCCN2S(=O)(=O)c2ccc(C(C)(C)C)cc2)cc1 (stereo not given)	-8	-5	-3	11	0	-18	-6	2	2.5	7	-10
COC(=O)c1cc(NC(=O)C(C)c2ccc(CC(C)C)cc2)ccc1O (stereo not given)	20	9	9	-3	-7	1	·	12	7.7	7	-8
COc1ccccc1CNCC(=O)Nc1cc(S(=O)(=O)N2CCCCC2)ccc1C	17	6	3	8	3	-12	-2	-12	-2.5	-9	5
O=C(OCc1nc2ccsc2c(=O)[nH]1)c1cccc(S(=O)(=O)N2CCOCC2)c1	-1	8	-1	4	3	16	8	-4	-3.1	0	3
O=S(=O)(c1ccc(Br)cc1F)N1CCC(O)CC1	11	2	-4	1	1	6	-6	-1	-0.2	-1	-9
COc1ccccc1C(=O)Nc1ccnn1C1CCN(C/C=C/c2ccccc2)CC1	-15	-11	0	-1	1	17	3	8	-0.4	-14	2
COc1ccccc1Cc1c(-c2ccc(OC)c(OC)c2)nc2c(C)cc(Br)cn12	-18	19	·	·	-4	8	·	-3	·	3	6
O=C(CN1CCC(C(=O)c2ccc(Cl)cc2)CC1)NC1CCCC1	3	14	1	3	-10	5	6	26	-1.2	2	-4
Cc1ccc(-c2cc(C(=O)NCc3ccccn3)c3ccccc3n2)cc1C	-46	-16	-21	12	9	-55	-4	-73	-0.8	-42	4
Cc1occc1C(=O)Nc1cccc(Cn2cccn2)c1	-14	25	-1	-1	-17	16	-14	1	0.3	-3	-4
N#Cc1nc(-c2cccc(Cl)c2)oc1N1CCC(C(N)=O)CC1	2	10	10	8	8	7	-7	-6	-1.1	-33	-9
O=C(Nc1ccc(CN2CCOCC2)cc1)c1ccc(Cl)cc1	-32	-13	-39	7	7	-68	-3	-67	1.2	-55	6
Cn1cnc(S(=O)(=O)Nc2ccc(C(F)(F)F)cc2)c1	-27	12	9	-1	-9	-9	-1	2	-1.4	-8	16
CC1=C(C(=O)OCc2ccccc2)C(c2ccsc2)NC(=O)N1C (stereo not given)	-19	25	3	-1	0	5	-6	24	3.5	-20	-5
Cc1ccc2c(c1)sc1nc(=O)n(-c3ccccc3)c(=O)n12	-94	-56	-20	1	12	-125	2	-89	-1.4	-84	3
O=C(COC(=O)c1ccc(Br)o1)NCC1CCCCC1	0	10	8	11	-3	5	-1	3	1.5	-7	0
O=C1C(Oc2ccccc2)C(c2cccs2)N1Cc1ccc2c(c1)OCO2 (stereo not given)	8	5	6	-3	-4	1	6	3	-0.6	11	-12
O=C(COC(=O)c1nc(Cl)ccc1Cl)NNC(=O)c1cccs1	9	1	-5	6	6	15	4	-10	-4.0	-42	-3

Brought forward from above: 2 entries; new compounds follow.
SMILES	SRC2 inh	NR2F2 inh	LMP1 NFkB inh	MC4R antag cAMP	NOD2 RIPK2 PPI	LRH-1 inv ag	TLR9-MyD88 inh	NCOA3 inh	MC4R ag barr	SRC1 inh	ABHD5-PLIN5 inh
O=C1C(Oc2ccccc2)C(c2cccs2)N1Cc1ccc2c(c1)OCO2 (stereo not given)	8	5	6	-3	-4	1	6	3	-0.6	11	-12
O=C(COC(=O)c1nc(Cl)ccc1Cl)NNC(=O)c1cccs1	9	1	-5	6	6	15	4	-10	-4.0	-42	-3
CCOC(=O)C1CCN(c2nc(-c3ccc(C)cc3)nc3ccccc23)CC1	-6	-4	-8	10	-16	6	1	12	0.5	7	-4
Cc1ccc(C)c(NC(=O)c2ccc(OC(=O)c3ccco3)cc2)c1	-7	-4	-3	15	3	-40	0	-11	1.7	-5	-4
Cc1nonc1OCCN1CCN(c2ccc([N+](=O)[O-])cc2)CC1	11	-25	-9	5	-1	4	9	9	-2.1	-3	2
O=C(C1CC(=O)N(c2ccc(Cl)cc2)C1)N1CCOCC1 (stereo not given)	-18	10	-11	3	-8	3	0	-8	-1.1	-24	-8
O=C1NC(c2cc3c(cc2Cl)OCO3)Oc2ccccc21 (stereo not given)	6	0	-2	-4	-11	-16	-17	15	0.7	-6	1
CC(C)(C)c1ccc(C(=O)NCCOc2ccccc2F)cc1	40	53*	6	-5	-3	29	8	33	1.9	38	4
O=C(O)c1ccc(CSC2CCCCC2)cc1	-23	-4	2	3	-10	-14	-2	-1	1.0	10	-3
CSc1ncccc1C(=O)NC(C)CCc1ccccc1 (stereo not given)	10	15	-3	7	-12	-6	3	-1	-0.2	15	-10
N#CCCn1c(SCC(=O)Nc2ccc(N3CCOCC3)cc2)nc2ccccc21	-13	-25	5	-1	-7	13	2	13	-3.5	-18	-10
O=C(CN1c2cccc3cccc(c23)S1(=O)=O)Nc1cccc(S(=O)(=O)N2CCOCC2)c1	-63	6	-2	2	-13	-3	9	6	-1.3	3	-5
O=S(=O)(c1ccc2ccccc2c1)N1CCNCC1	·	·	-3	6	2	11	0	-3	-0.4	-19	6
CCc1ccc(NC(=O)NCCCN2CCCC2=O)cc1	-10	-9	-9	-4	5	-20	0	-32	-2.5	-21	-5
O=S(=O)(c1ccc(Oc2ccc(Br)cc2)cc1)N1CCOCC1	-42	14	1	20	8	21	-5	-21	-1.8	3	-8
